# Myeloid diff 2: compounds promoting myeloid differentiation; ER-HoxA9 myeloid progenitors, lysozyme-GFP differentiation, flow cytometry; calls only at 10 µM; 360,000 compounds, 1% hits; AID 624256;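 active means normalized GFP-positive differentiation at or above the plate's own cutoff, the solvent-only control mean plus 3 SD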;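 further: cells exposed to compound for four days before flow analysis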
# Insulin prom up: MIN6 insulin promoter up-regulation; z-score at 5 µM; MIN6 insulin promoter-GFP reporter, high-content imaging; stronger effect = higher value; AID 1625; 190,000 compounds, 0.3% hits;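 active means z-score above 3 at 5 µM with at least 500 cells counted in the well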
# T cell modulator: T cell immune modulators affecting CD8 T cell-vesicle binding. 2C CD8+ T cell-vesicle binding, flow cytometry; stronger effect = lower value. 330,000 compounds, 0.068% hits. calls only at 7 µM;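 active means response, share of CD8 T cells binding vesicles, and their 90th percentile fluorescence all below set limits, cut at about 80% in these data, passing the limit was not always enough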
#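 Assay system – 2C mouse CD8+ T cells · Also added – QL9-loaded Drosophila micro-vesicles · Timing – Cell–vesicle co-incubation 1.5 h at 37 °C, staining 20 min on ice · Signal – flow cytometry of vesicle-bound cells · Measure – percent CD8+ FL2 mean versus row control · Controls – Peptide-free naked vesicles (low) and QL9 vesicles with 0.7% DMSO vehicle (high)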
# b-catenin transl: beta-catenin nuclear translocation modulation | HeLa beta-catenin nuclear translocation, immunofluorescence imaging | AID 1665 | 190,000 compounds, 0.3% hits | nuclear translocation activity, % at 5 µM;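 active means nuclear translocation activity above 50% at 5 µM, with a well cell count of 50 or more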;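 further: per-cell ratio of nuclear to cytoplasmic median beta-catenin stain intensity; plate controls were DMSO negative control for no effect and GSK-3 inhibitor IX positive control for full effect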
#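 assay system = human HeLa cells, endogenous beta-catenin | times = compound treatment 24 h, 37°C, 5% CO2 | detection = Anti-beta-catenin immunofluorescence on PFA-fixed, Triton-permeabilized cells, DAPI nuclei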
# Lipid droplet: modulators of hepatic lipid droplet formation | AML12 mouse hepatocytes, oleate lipid droplets, BODIPY imaging | inhibition, % at 6.5 µM | 240,000 compounds, 0.4% hits;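 active means lipid droplet intensity inhibited by at least 50%, with more than 500 cells counted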
#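 Assay system: AML12 mouse liver cells | Compound dosing: One dose, 6.5 µM compound | Read-out basis: Droplet intensity reduction, % inhibition | Measured by: Fluorescence imaging, 20x objective, two fields per well | Schedule: Overnight treatment with compound plus oleate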
# Dynein transport: dynein cargo transport inhibition. z-score, hits read low. 220,000 compounds, 0.47% hits. AID 1381. 3617.4 mouse cells, GR-EGFP nuclear translocation imaging; test concentration mostly 20 µM; stimulated with dexamethasone, 1 µM; stronger effect = lower value;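 active means plate z-score of nuclear minus cytoplasmic receptor signal below a set negative limit, without overly bright fluorescence or cell loss, cut at about -3.5 in these data, passing the limit was not always enough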;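 further: z-score of nuclear minus cytoplasmic ring GR-EGFP intensity difference per well; some compounds called inactive have numbers as strong as hits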
#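 Also added: dexamethasone, 1.0 µM final. Medium: tet-free, stripped-serum medium. Detection: fixed, Hoechst-stained cells imaged at 10x for EGFP. Read-out: nuclear-to-cytoplasmic GR-EGFP distribution per well. Times: induction 48 h, compound 1 h, agonist 30 min.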
# TNAP activators: stimulation of alkaline phosphatase TNAP activity – biochemical, luminescent, no phosphate acceptor, uHTS, primary screen (AID 1001) | activation fold at 20 µM, or EC50 in µM where a hit was titrated | purified TNAP, luminescent activation assay, no phosphate acceptor; higher activation fold means a stronger effect | 200,000 compounds, 0.03% hits; in the data active means activation fold from about 3, or a potency from the dose series; inactive means the rest, 99 in 100 with activation fold below about 1.6; further: many of its hits are not listed in these tables
# PMI inhibitors: MPI enzyme activity inhibition – biochemical, fluorescence intensity, coupled assay, primary screen (AID 1209); purified PMI enzyme, coupled fluorescence intensity; higher % means a stronger effect; one-dose inhibition, % at 20 µM; IC50 in µM for titrated hits; 190,000 compounds, 0.42% hits; in the data active means inhibition above about 50%;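 further: plate controls were DMSO vehicle for no effect and wells lacking substrate for full effect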
# MT stabilize HCS: stabilizes microtubules in HeLa cells. HeLa tubulin immunostaining HCS, 24 h; share of cells brighter than vehicle mean+2SD. % tubulin-high responders, % at 10 µM. 200,000 compounds, 0.83% hits. AID 2205;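 active means plate Z-score above 3 for both tubulin-high and condensed-nucleus cell shares, with cell loss under 80%, at 10 µM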;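 further: anti alpha tubulin signal scored within the nucleus-defined area of each cell; some results filed as inactive read as strong as hits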
# Dynein transport cytoplasmic EGFP: recorded beside Dynein transport, whose call it bears; z-score; measured here: cytoplasmic GR-EGFP intensity; stronger effect = higher value
# Dynein transport nuclear GR-EGFP: further read-out of Dynein transport, marked with its call; z-score; measured here: nuclear GR-EGFP intensity;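 lower value marks the stronger effect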
# Dynein transport cell count: second read-out of Dynein transport, no call of its own (marks repeat the call); z-score; measured here: cell count per field
# Insulin prom up cell count: second read-out of Insulin prom up, no call of its own (marks repeat the call); cell count; measured here: cytotoxicity, nuclei count;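 total cells summed across four imaged fields per well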
# Lipid droplet cells 6.5 µM: also measured in Lipid droplet; calls as there; cell count; measured here: cell count, cytotoxicity flag;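 cells counted across two imaged fields per well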
# b-catenin transl cell count 5 µM: second read-out of b-catenin transl, no call of its own (marks repeat the call); cell count; measured here: cell count, cytotoxicity flag
# T cell modulator vesicle-bound %: further read-out of T cell modulator, marked with its call; double positive events, %; measured here: CD8+ vesicle-bound cell fraction;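 binding gate set so that unloaded-vesicle control wells show 10% double positive cells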
# MT stabilize HCS Hoechst-high %: recorded beside MT stabilize HCS, whose call it bears; % Hoechst-high responders; measured here: nuclear condensation Hoechst responders;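 share of cells brighter than vehicle mean plus two SD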
# MT stabilize HCS cytotoxicity %: further read-out of MT stabilize HCS, marked with its call; toxicity, %; measured here: cytotoxicity by cell density;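 0% = mean cell density of plate MIN control wells and 100% = no cells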
# Myeloid diff 2 GFP+ MAC1+ %: second read-out of Myeloid diff 2, no call of its own (marks repeat the call); GFP+ MAC1+ double positive, %; measured here: differentiation confirmed by MAC1 staining
# Starred values were filed as active, the others as inactive; i = inactive; / = no result given; + = active, no number. Random draw from the library, and some 3% of all compounds hit somewhere here.
SMILES,Myeloid diff 2,Myeloid diff 2 GFP+ MAC1+ %,Insulin prom up,Insulin prom up cell count,T cell modulator,T cell modulator vesicle-bound %,b-catenin transl,b-catenin transl cell count 5 µM,Lipid droplet,Lipid droplet cells 6.5 µM,Dynein transport,Dynein transport cytoplasmic EGFP,Dynein transport nuclear GR-EGFP,Dynein transport cell count,TNAP activators,PMI inhibitors,MT stabilize HCS,MT stabilize HCS Hoechst-high %,MT stabilize HCS cytotoxicity %
O=C(COC(=O)c1ccc(Cl)c(S(=O)(=O)N2CCCC2)c1)NC1CCCC1,i,0.5,0.09,1110,i,35,-6.9,1096,/,/,-0.42,-0.17,-0.16,0.62,1.1,3%,1.8,2.9,11
COc1ccc(CCN2C(=O)CSC2=Nc2ccc(C(C)C)cc2)cc1OC,+,0.4*,-0.58,957,i,13,1.2,1391,-14,694,-0.6,0.014,-0.19,0.43,/,/,/,/,/
C=CCN=C1SC(C)C(=O)N1S(=O)(=O)c1ccccc1 (stereo not drawn),i,1.3,0.76,1337,i,54,-2.6,1166,2,769,-0.23,-0.17,-0.08,0.22,1.1,14%,2.4,1.7,1.4
CCC(C)N1CC23C=CC(O2)C(C(=O)OCc2ccccc2)C3C1=O (stereo not drawn),i,0.4,-0.33,848,i,43,-3.3,1219,-1,782,-1.1,0.059,-0.25,1.2,1.1,-8%,1.8,1.7,9.9
Cc1ccc(CN(c2ccc(C(=O)N3CCc4ccccc4C3)cc2)S(C)(=O)=O)cc1,i,9.8,-0.92,984,i,17,-0.8,1223,-3,821,-1.9,-0.036,-0.89,0.4,1.1,13%,0.3,1.2,1.3
CCOC(=O)N1CCN(C(=O)c2ccc(C)c(S(=O)(=O)Nc3ccccc3)c2)CC1,i,0.9,0.45,1242,i,39,-6.3,1200,-10,682,1.1,-0.17,0.55,0.7,1.1,8%,2.0,2.8,5.4
CCCC(=O)NC(=S)Nc1sc2c(c1C(N)=O)CCC2,i,0.6,-0.43,1419,i,31,/,/,14,604,-0.49,-0.2,-0.47,0.68,0.9,29%,1.9,2.7,4.9
CC(C)n1c(=N)c(C(=O)NCCc2ccccc2)cc2c(=O)n3ccccc3nc21,i,0.2,-0.52,1495,i,28,-3.5,1352,/,/,-0.017,-0.29,0.14,0.13,0.9,-12%,3.6,3.5,3.7
Cc1ccc(NS(=O)(=O)c2ccc(CCC(=O)O)cc2)cc1,i,4.4,/,/,i,51,-3.9,1002,/,/,-0.053,-0.18,0.17,0.057,1.2,6%,6.3,2.2,7.1
O=C1CCN(S(=O)(=O)c2ccccc2)CCN1CCOCc1ccc(Cl)cc1,i,1.9,-0.52,1082,i,32,1.4,1147,2,651,0.56,-0.71,0.21,0.17,/,/,/,/,/
COc1ccc(/C=N/Nc2ccccc2C(=O)O)cc1Cn1cc([N+](=O)[O-])cn1,i,0.3,0.29,1382,i,27,-0.1,1224,-3,521,0.26,-0.22,-0.12,-0.45,/,/,/,/,/
CC(=O)N/C(=C/c1ccccc1)C(=O)N1CCCCC1,i,1.6,0.04,1530,i,48,-0.6,1081,0,716,1.1,-0.2,0.75,-1.7,1.1,15%,4.0,2.7,6.9
COc1ccc(CNC(=O)C2CC(c3ccccc3C(F)(F)F)=NO2)cc1 (stereo not drawn),i,1.4,0.02,917,i,36,7.4,1015,/,/,0.29,-0.8,0.2,0.017,/,/,/,/,/
Cc1sc(NC(=O)CSc2nc(O)cc(=O)[nH]2)nc1-c1ccccc1,/,/,0.39,1423,i,58,-1.7,961,4,727,-0.91,-0.32,-0.26,0.4,1.3,14%,2.0,2.3,2.8
Cc1ccc(CN2CCN(CC(=O)N/N=C/c3c[nH]c4ccccc34)CC2)cc1,i,0.3,-0.47,1596,i,39,1.4,1133,4,661,0.29,-0.26,0.43,-0.17,1.1,3%,3.6,3.4,7.4
CCc1ccc2c(CN(CC)Cc3nc4ccccc4c(=O)[nH]3)cc(=O)oc2c1,i,0.8,-1.2,1294,i,10,/,/,-11,739,-0.69,0.11,-0.91,0.21,1.3,-19%,1.7,1.5,7.6
COc1ccc(N2C(=O)CC(NC3CC3)C2=O)cc1 (stereo not drawn),i,0.6,-0.09,1572,i,24,0.2,1033,1,688,-0.26,-0.27,-0.76,0.28,1.1,19%,3.0,1.3,3.3
COc1ccc(C2CC(c3ccccc3)=NN2c2ccccc2)c(C(=O)O)c1OC (stereo not drawn),i,0.4,0.36,1304,i,44,-0.7,1222,16,752,2.3,-0.29,0.76,-1.7,1.2,-28%,4.2,0.8,1.4
c1ccc(CSc2nnnn2-c2ccccc2)cc1,i,7.0,1.6,966,i,30,/,/,11,754,-0.44,0.012,0.072,0.13,1.1,5%,1.5,1.2,11
CCOC(=O)c1cnn(-c2ccc(NS(=O)(=O)c3ccc(Cl)cc3)cc2)c1C(F)(F)F,i,0.4,-0.97,1150,i,9,-0.6,1349,-32,428,-1,-0.094,-0.39,0.77,/,/,/,/,/
CC1(C)Cc2c(c(N3CCOCC3)nc3sc(-c4ccc(C(=O)O)o4)c(N)c23)CO1,+,1.0*,1.5,989,i,39,-1.0,1120,3,710,-0.87,2.1,0.42,-1.3,0.9,9%,3.4,1.3,24
CCCc1cc(=O)[nH]c(SCC(=O)Nc2ncc(S(=O)(=O)c3ccc([N+](=O)[O-])cc3)s2)n1,i,0.3,-0.4,1394,i,23,1.4,1373,-3,732,-0.33,-0.3,-0.57,0.54,/,/,/,/,/
S=C(NCc1ccco1)N1CCN(Cc2ccco2)CC1,i,1.1,-0.57,1596,i,25,-1.3,1438,/,/,-0.27,-0.21,0.3,0.0016,1.1,9%,2.1,2.3,2.7
CCc1ccc(-c2csc3[n+]2CCN3C(C)=O)cc1,i,5.8,0.7,1284,i,46,-5.0,891,/,/,-0.29,-0.16,0.084,0.92,1.1,30%,2.7,1.5,10
CC1=C(C(=O)Nc2ccccn2)C(c2ccccc2Cl)NC(=S)N1 (stereo not drawn),i,0.1,-0.24,1724,i,50,-2.4,1027,3,704,-0.47,-0.24,-0.14,0.47,0.9,-7%,1.3,2.5,6.7
SMILES,Myeloid diff 2,Myeloid diff 2 GFP+ MAC1+ %,Insulin prom up,Insulin prom up cell count,T cell modulator,T cell modulator vesicle-bound %,b-catenin transl,b-catenin transl cell count 5 µM,Lipid droplet,Lipid droplet cells 6.5 µM,Dynein transport,Dynein transport cytoplasmic EGFP,Dynein transport nuclear GR-EGFP,Dynein transport cell count,TNAP activators,PMI inhibitors,MT stabilize HCS,MT stabilize HCS Hoechst-high %,MT stabilize HCS cytotoxicity %
CCOC(=O)N1CCN(Cc2nc(N)nc(Nc3ccc(Cl)cc3)n2)CC1,i,0.3,-0.86,1406,i,18,-1.1,1106,-1,642,-0.49,-0.33,-0.76,-0.39,1.1,-1%,2.4,1.7,5.8
CCC(c1nnnn1C(C)(C)CC)N1CCN(c2ccccc2F)CC1 (stereo not drawn),i,0.0,-0.19,1545,i,56,0.4,1517,-10,672,1,-0.3,-0.23,-0.074,1.1,5%,3.9,1.8,1.1
NC(=O)C1CCN(C(=O)CN(c2cccc(C(F)(F)F)c2)S(=O)(=O)c2ccccc2)CC1,i,1.1,-0.89,1336,i,29,1.5,1158,/,/,0.58,-0.3,0.63,-0.14,1.1,5%,6.4,4.3,5.5
Clc1cccc2sc(N3CCN(c4ccccc4)CC3)nc12,i,0.2,0.19,1493,i,6,-1.1,1139,10,695,-0.55,0.36,-0.29,-0.59,1.1,10%,2.2,1.4,3.4
CN1C(=O)c2ccc(NC(=O)c3ccc(N4CCCCC4)c([N+](=O)[O-])c3)cc2C1=O,i,0.3,-0.35,1500,i,45,-1.6,1077,12,653,3.6,-0.07,2,-1.2,0.9,-9%,2.0,4.0,12
CC(/C=N\NC(=O)Cn1cncn1)=C/c1ccc(C(C)C)cc1,i,0.7,0.04,1151,i,14,0.4,1297,1,733,0.38,-0.26,0.72,0.14,/,/,/,/,/
CCCc1cc(C(=O)OC)c(NC(=O)OCC)s1,i,0.6,0.05,1615,i,42,-1.3,1087,-4,664,0.053,-0.24,0.39,0.69,1.1,15%,3.8,0.3,26
COc1ccc2[nH]c(N=Nc3ccccc3C)c(O)c2c1,i,0.4,0.72,1363,i,51,-5.5,536,0,657,-0.5,-0.17,-0.14,-0.15,0.9,-26%,1.7,2.3,4.3
Cc1nc2cc(-c3cccc(F)c3)nn2c(C)c1CCC(=O)NC(C)CCc1ccco1 (stereo not drawn),i,2.1,0.43,770,i,32,/,/,/,/,-0.39,-0.12,0.068,-0.07,1.2,0%,2.6,3.0,8.4

# Compound activity: PubChem, several laboratories
